From PubChem
Pf growth 96h: Primary qHTS for delayed death inhibitors of the malarial parasite plastid, 96 hour incubation | P. falciparum luciferase reporter growth, 96 h | Potency, µM (series often up to 28.7 µM), inactives show top-dose activity change, negative = inhibition, actives largely listed as inhibitors | actives 6.9% (n = 320,000) | AID 504834, 2011; also: potency is read from the fitted curve at half-maximal effect; % is scaled to controls: 0 for no effect and ±100 for the full control effect
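Compounds incubated with erythrocytes infected by luciferase-expressing P. falciparum (2% hematocrit, 0.05% parasitemia final) for 96 hours, 37 C in 5% CO2. Growth inhibition scored as decreased luciferase luminescence.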
Shiga toxin inh: A qHTS for Small Molecule Inhibitors of Shiga Toxin | Vero cells, Shiga toxin protein synthesis inhibition reporter | inhibition, % at 38.7 µM | actives 9.2% (n = 290,000) | AID 2315, 2010; in the data active = inhibition mostly above about 28%, no sharp cut-off; inactive = mostly below about 43%; also: 0% is about no effect
Sm TGR inh: qHTS Assay for the Inhibitors of Schistosoma Mansoni Peroxiredoxins | purified TGR, DTNB reduction, TNB absorbance 405 nm | Potency, µM (titrated, usually from 114 µM), for inactives: top-dose activity change, negative = inhibition, most hits filed as inhibitors | actives 3% (n = 360,000) | AID 485364, 2010; also: potency is read from the fitted curve at half-maximal effect; % is scaled to controls: 0 for no effect and ±100 for the full control effect; nearly all actives have a fitted effect of over 60% in size
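Kinetic colorimetric format: TGR-catalysed, NADPH-driven DTNB reduction monitored via TNB absorbance. Enzyme dispensed at 20 nM; compound exposure 15 min at room temperature before reaction start.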
CHX counter: Cycloheximide Counterscreen for Small Molecule Inhibitors of Shiga Toxin. cell reporter, cycloheximide protein synthesis inhibition counterscreen. max response, %. actives 12% (n = 300,000). AID 2314, 2010; in the data active = max response mostly above about 13%, no sharp cut-off; inactive = mostly below about 14%; also: read at 38.3 µM for the half of the compounds with a filed dose; 0% is about no effect
FBPA Giardia inh: qHTS Assay for Inhibitors of Fructose-1,6-bisphosphate Aldolase from Giardia Lamblia; Potency, µM (series often up to 59.6 µM), inactives show top-dose activity, negative = inhibition, usual class: inhibitors; actives 0.71% (n = 290,000); purified Giardia FBPA; AID 2451, 2010; also: potency is read from the fitted curve at half-maximal effect; % is scaled to controls: 0 for no effect and ±100 for the full control effect; nearly all actives have a fitted effect of over 55% in size
Target sequence (A8B2U2 whole entry, looked up): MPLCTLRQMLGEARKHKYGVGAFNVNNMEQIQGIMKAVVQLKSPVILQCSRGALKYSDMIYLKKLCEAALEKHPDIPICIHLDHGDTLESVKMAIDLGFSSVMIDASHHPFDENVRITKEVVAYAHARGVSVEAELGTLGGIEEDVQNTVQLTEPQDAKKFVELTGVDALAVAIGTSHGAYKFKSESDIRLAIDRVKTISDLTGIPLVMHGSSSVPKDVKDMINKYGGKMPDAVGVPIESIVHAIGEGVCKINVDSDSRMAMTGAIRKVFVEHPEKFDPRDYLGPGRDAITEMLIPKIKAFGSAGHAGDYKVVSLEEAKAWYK
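Giardia FBPA (40 nM reagent) was preincubated 10 min at RT with compound (up to 57.5 uM final), then substrate plus GAPDH/TPI/NAD/arsenate coupling system with diaphorase/resazurin was added; resorufin fluorescence (525/598 nm) was read after 20 min.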
Pf growth 48h: Primary qHTS for delayed death inhibitors of the malarial parasite plastid, 48 hour incubation; P. falciparum luciferase growth in erythrocytes, 48 h; Potency, µM (top dose mostly 28.7 µM), inactives show at the top dose activity change, negative = inhibition, hits mostly inhibitors; actives 5.9% (n = 310,000); AID 504832, 2011; also: potency is read from the fitted curve at half-maximal effect; % is scaled to controls: 0 for no effect and ±100 for the full control effect
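Firefly luciferase activity from engineered P. falciparum reports growth; inhibitors lower the luminescent signal. Cultures contained 2% hematocrit erythrocytes at 0.1% final parasitemia.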
The depositor's hits bear a star; ? = inconclusive; · = not tested or not shown; & = joins results of further samples; [ ] = dose if it differs, or a comment. Unless noted, calls follow the shape of the dose curve; as a rule, active = well fitted curve in the direction sought with a large enough effect; inconclusive = small, poorly fitted or top-dose-only effect, or another doubt; inactive = no such curve, though single readings can be large; an effect the other way counts as inactive or inconclusive.

no.	smiles	Pf growth 96h	Shiga toxin inh	Sm TGR inh	CHX counter	FBPA Giardia inh	Pf growth 48h
1	Cc1cccc2cc(CN(Cc3cccs3)Cc3nnnn3Cc3ccccc3)c(=O)[nH]c12	-1%[5.75 µM]	-10	4%	-5	-8%	?
2	Cc1ccccc1C1=N/C(=C/c2cccnc2)C(=O)O1	-26%	31	?	10	1%	-3%
3	Cc1ccccc1NC(=O)C1CCC(=O)N1 (configuration not stated)	23%	·	-1%	2	0%	30%
4	Cc1ccc(Nc2ncnc3c2oc2ccccc23)cc1	33%[activator]	100	7%	45*	-6%	·
5	CCn1c(=O)c(C(=O)NNS(=O)(=O)c2ccc(Cl)cc2)c(O)c2ccccc21	-17%	-15	-9%	-9	-15%	7%
6	COCCCNS(=O)(=O)c1cc2c3c(c1)C(C)C(=O)N3CCC2 (configuration not stated)	11%	-3	-12%	1	4%	11%
7	CCOCCCNC(=O)c1cn(C)c2ccc(S(=O)(=O)N(C)C3CCCCC3)cc2c1=O	-17%	7	-4%	1	14%	·
8	O=C(CCN1CCCCC1)Nc1ccc(Br)cc1C(=O)c1ccccc1	247%[activator]	-11	-24%	-4	3%	?
9	CCCCSc1nnc2c(n1)OC(C(=O)c1ccccc1)Nc1ccccc1-2 (configuration not stated)	4%	25	-14%	15*	16%	·
10	Cc1ccc2occ(/C=N/NC(N)=S)c(=O)c2c1	·	7	2%	7	0%	23%
11	CC(Cl)C(=O)Nc1c2c(nn1-c1ccccc1)CSC2 (configuration not stated)	-4%	-6	-2%	-2	8%	14%
12	O=S(=O)(c1ccc(-c2cn3ccccc3n2)cc1)N1CCOCC1	16%	-11	-23%	7	-2%	·
13	COc1ccc(C(=O)N2CCCC(CCC(=O)NCc3ccc(F)c(F)c3)C2)o1 (configuration not stated)	11%	94*	?	26*	-7%	16%
14	CCN(CC)CCOC(=O)C(c1ccccc1)C1CCCCC1 (configuration not stated)	?	·	·	·	-2%	?
15	O=C1CN(C(=O)COc2ccc(Br)cc2Br)c2ccccc2N1	?	28	-15%	11	-1%	-28%
16	Cc1nn(C(C)(C)C)c(OC(=O)c2ccc3c(c2)OCO3)c1S(=O)(=O)c1ccccc1	·	45	1%	37*	-1%	2%
17	C/C(=N\NC(=O)c1ccccc1)c1ccc2c(c1)OCO2	-17%	96*	-2%	51*	-3%	·
18	Cc1sc2ncnc(SCC(=O)N3CCC(c4noc5ccc(F)cc45)CC3)c2c1C	26%	22	-8%	-2	3%	·
19	O=C1C2C3C=CC(C3)C2C(=O)N1c1nc2ccccc2s1 (configuration not stated)	8.3µM*	18	-4%	8	0%	23%
20	COc1ccc(/C=C/C(=O)C2CC2)cc1Cn1nc(C)c([N+](=O)[O-])c1C	18%	-5	-1%	-2	-2%	0%
21	C/C(=N/NS(=O)(=O)c1ccc(CC(C)C)cc1)c1ccncc1	-29%	-5	-33%	-5	·	5%
22	Nn1cnc2scc(-c3ccc(Cl)cc3)c2c1=O	5.2µM*	-6	-10%	-3	-14%	4%
23	C/C(=N\NC(=O)c1n[nH]c2c1CCC2)c1cccs1	81%[activator]	-11	5%	-2	-5%	?
24	Cc1c(C(=O)N2CCOCC2)oc2ccc(Br)cc12	14%	·	8%	·	·	-7%

6 structures from above, sorted by heavy-atom count, largest number first:
no.	smiles	Pf growth 96h	Shiga toxin inh	Sm TGR inh	CHX counter	FBPA Giardia inh	Pf growth 48h
18	Cc1sc2ncnc(SCC(=O)N3CCC(c4noc5ccc(F)cc45)CC3)c2c1C	26%	22	-8%	-2	3%	·
13	COc1ccc(C(=O)N2CCCC(CCC(=O)NCc3ccc(F)c(F)c3)C2)o1 (configuration not stated)	11%	94*	?	26*	-7%	16%
20	COc1ccc(/C=C/C(=O)C2CC2)cc1Cn1nc(C)c([N+](=O)[O-])c1C	18%	-5	-1%	-2	-2%	0%
14	CCN(CC)CCOC(=O)C(c1ccccc1)C1CCCCC1 (configuration not stated)	?	·	·	·	-2%	?
23	C/C(=N\NC(=O)c1n[nH]c2c1CCC2)c1cccs1	81%[activator]	-11	5%	-2	-5%	?
22	Nn1cnc2scc(-c3ccc(Cl)cc3)c2c1=O	5.2µM*	-6	-10%	-3	-14%	4%

Next section
no.	smiles	Pf growth 96h	Shiga toxin inh	Sm TGR inh	CHX counter	FBPA Giardia inh	Pf growth 48h
25	Cc1nnc2n1N=CC=C(C(C)(C)C)S2	·	-8	2%	-4	-3%	-20%
26	CCCCCCSc1ccc(-c2nc3ccc(C)cn3c2NCc2ccccc2)cc1OC	4.7µM*	·	0%	·	·	5.2µM*
27	COc1cc(C)ccc1OCC(=O)NC1CCCCCC1	86%[activator]	·	3%	·	·	52%[activator]
28	O=C(C[n+]1cc(-c2ccc(Cl)cc2)n2c1CCC2)Nc1nc(-c2ccc(F)cc2)cs1	?	12	3%	-1	1%	-3%
29	CC(C)c1ccc(NC(=O)COC(=O)CSc2nnc(N)s2)cc1	-4%	2	-8%	11	-5%	29%
30	CCCNS(=O)(=O)c1ccc2c(c1)n(C)c(=O)n2C	6%	-3	1%	-1	5%	-6%
31	Cc1cc(C)c(CSc2ncnc3nc[nH]c23)c(C)c1	?	-10	1%	-4	2%	30%[activator]
32	CC1CCCN(S(=O)(=O)c2ccc(NC(=O)CN3CCN(C)CC3)cc2)C1 (configuration not stated)	29%	-3	-2%	7	-12%	-18%
33	COc1cccc(CN2CCNC(=O)C2CC(=O)NC2Cc3ccccc3C2)c1 (configuration not stated)	?	-7	·	-2	-16%	-19%
34	N#CCCS(=O)(=O)c1nnnn1-c1ccccc1	-11%	6	7.1µM*	19*	9%	?
35	COc1ccc(NS(=O)(=O)c2c(C)n(C)c(=O)n(C)c2=O)cc1	?	7	6%	-1	5%	12%
36	CC(OCC(O)CN(C)Cc1nc2ccccc2c(=O)[nH]1)c1ccc(Cl)cc1 (configuration not stated)	?	-13	10%	-3	?	?

2 entries picked at random from the list so far, as already listed:
no.	smiles	Pf growth 96h	Shiga toxin inh	Sm TGR inh	CHX counter	FBPA Giardia inh	Pf growth 48h
36	CC(OCC(O)CN(C)Cc1nc2ccccc2c(=O)[nH]1)c1ccc(Cl)cc1 (configuration not stated)	?	-13	10%	-3	?	?
32	CC1CCCN(S(=O)(=O)c2ccc(NC(=O)CN3CCN(C)CC3)cc2)C1 (configuration not stated)	29%	-3	-2%	7	-12%	-18%

Following part
no.	smiles	Pf growth 96h	Shiga toxin inh	Sm TGR inh	CHX counter	FBPA Giardia inh	Pf growth 48h
37	Nc1ccccc1C(=O)N(Cc1ccccc1)Cc1ccccc1	7%	1	5%	1	-4%	?
38	CCCn1nc2cc(C(=O)NCc3ccc(OC(F)(F)F)cc3)ccc2c1OCC	8%	23	-2%	-3	-1%	?
39	Cc1ccc(NC(=O)c2noc3c2CCc2ccccc2-3)cc1	19%	47*	4%	34*	3%	·
40	CCC1CCC2(CC1)NC(=O)N(CC(=O)Nc1cccc(S(=O)(=O)N(C)c3ccccc3)c1)C2=O (configuration not stated)	?	·	-1%	·	·	?
41	CNc1ncc(C(=O)c2ccc(Cl)c(Cl)c2)s1	107%[activator]	94*	25%	38*	2%	82%[activator]
42	Cc1nn(-c2ccc(F)cc2)c(C)c1NS(=O)(=O)c1ccc2ccccc2c1	69%[activator]	-15	-16%	-2	·	7%
43	Cc1cc(/C=N/NC(=O)C(O)(c2ccccc2)c2ccccc2)c(C)n1-c1cccc(C(=O)O)c1	35%[activator]	10	32µM*	10	?	-7%
44	C/C=C(\C=C\[C@@H](C)C/C=C/CC/C=C/C=C\C[C@@H](OC)/C(C)=C\C=C(C)C)CC(=O)O	·	25	·	13	7%	·
45	COc1cc(C(=O)OCC(=O)c2cc(C)n(C)c2C)cc(OC)c1OC	-23%	14	13%[11.4 µM]	1	-1%	·
46	O=C(CN1C(=O)C2CCCCC2C1=O)Nc1nc(-c2ccc(F)cc2)cs1 (configuration not stated)	0%	·	-1%	·	·	-5%
47	CSCCC(NC(=O)C1CCC(C)CC1)C(=O)NCc1ccco1 (configuration not stated)	·	-17	-5%	-4	0%	43%[activator]
48	C#CCOC(=O)C1=CCCN(C)C1	-14%	·	-21%	·	0%&5%	?
49	CC(OC(=O)c1ccncc1)C(=O)NC1CCCC1 (configuration not stated)	-44%	15	-5%	-2	5%	7%
50	NC(=O)C1(N2CCCCC2)CCN(CC(=O)Nc2ccccc2-c2ccccc2)CC1	?	-9	-1%	-2	1%	-19%
51	CCCOc1ccc(Cn2cnc3ccccc32)cc1	22%	2	0%	14*	5%	?
52	COc1cc(C)ccc1OCc1cc(C(=O)NCc2ccncc2)no1	-9%	107*	-25%	59*	·	-4%
53	COCCN(CCOC)c1ncnc2c1cnn2-c1ccccc1	64%[activator]	34*	-1%	15*	2%	46%[activator]
54	Cc1cccc(N2CC(C)Cn3c2nc2c3c(=O)n(CC(=O)OCc3ccccc3)c(=O)n2C)c1 (configuration not stated)	12µM*	-8	-34%	-3	14%	?
55	COc1ccc(Cl)cc1NS(=O)(=O)c1cccc(C(=O)NCC2CCCO2)c1 (configuration not stated)	0%	-3	0%	-4	·	-9%
56	Cc1ccccc1-c1nc(S(=O)(=O)c2ccc(Cl)cc2)c(NCCN2CCOCC2)o1	·	-10	5%	4	-6%	?
57	CCOC(=O)c1cc(-c2ccco2)nc2c1c(C)nn2-c1cccc(Cl)c1	7%	21	0%	-5	1%	-12%
58	Cc1cccc(N=c2oc3cc(O)ccc3cc2C(N)=O)c1	2%	39*	-2%	27*	6%	23%
59	CC(C(=O)NCCS(=O)(=O)c1ccc(Br)cc1)S(=O)(=O)c1ccc(Cl)cc1 (configuration not stated)	-8%	2	10%	-9	10%	-18%
60	COc1ccc2ccn(C)c2c1	33%[activator]	·	-10%	·	·	3%
61	COc1ccc(-n2ncc3c2CC(C)(C)CC3NC(=O)c2ccc(OC)o2)cc1 (configuration not stated)	-2%	3	-18%	-2	6%	-14%
62	CN1CCCN(C(=O)C2CCC(C(=O)N3CCCN(C)CC3)CC2)CC1 (configuration not stated)	22%	-6	-12%	-2	-9%	5%
63	O=C1c2cccnc2Oc2ccc(Cl)cc2N1Cc1ccc(F)cc1	?	-13	-5%	-6	1%	12%
64	O=CNc1ccc(S(=O)(=O)NCc2ccccc2)cc1	17%	-14	0%	-1	2%	·
65	COc1cc(C(=O)NCCSc2ccc(Cl)cc2)cc(OC)c1OC	?	-5	3%	-2	9%	?
66	Cc1ccc(C)c(NC(=O)CCC(=O)N/N=C/c2ccc[nH]2)c1	?	13	?	-2	-8%	?
67	CC(C)CCNC(=O)CN(C)S(=O)(=O)c1cccc2nsnc12	101%[activator]	-3	-15%	-1	6%	-2%
68	CCc1ccccc1OCC(=O)Nc1nc(-c2cccnc2)cs1	4.1µM*	15	-7%	-3	?	4.1µM*
69	COc1ccc(C2c3ccc(O)cc3Oc3ncn(CCN4CCOCC4)c(=N)c32)cc1 (configuration not stated)	-27%	-9	-9%	-2	0%	?
